High-throughput results from PubChem BioAssay.
CXXC DNA block: blocks binding of human MLL CXXC domain to DNA. actives 0.037% (n = 290,000). Q03164. Potency, µM (highest dose often 115 µM), for inactives: at the top dose activity change, negative = inhibition, actives largely listed as inhibitors. MLL-CXXC / FITC-HOXA9 DNA fluorescence polarization; active = well fitted inhibition curve with a large enough effect in the polarisation, with a control signal flat, not every such curve was filed as active; inconclusive = small, poorly fitted or top-dose-only effect, or effect the other way, or a change in a side signal; inactive = no such curve, though single readings can be large or run the other way; the % refers to the polarisation; also: potency is read from the fitted curve at half-maximal effect
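Steps: dispense CXXC domain solution (7 uM) → pin compounds or unlabeled HOX-A9 DNA control → 5 min ambient → add FLSN-HOX-A9 solution (50 nM) → spin → 30 min ambient → fluorescence polarization. Tris pH 7.5/NaCl/DTT/BSA buffer.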
AT treatment: potential ataxia-telangiectasia treatment. actives 0.19% (n = 320,000). […] A-T fibroblasts, KAP-1 phosphorylation AlphaLISA; neocarzinostatin DNA damage 30 min before lysis. Potency, µM (highest dose often 57.5 µM), inactives show top-dose activation, most hits filed as activators; also: potency is read from the fitted curve at half-maximal effect; % of control where 0% means no effect; nearly all actives have a fitted effect of over 45% in size
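ATM-like activity read as KAP-1 phosphorylation via AlphaLISA donor/acceptor antibody pairs after lysis and 6 hr at 25C. Cells were ATM-null patient fibroblasts ([…], hTERT), dosed 60 min, then exposed to the DSB inducer NCS for 30 min.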
TCR activator: activators of T cell receptors; 330,000 tested, under 10 active; AID 504894; primary human leukocytes, anti-CD3, IL-2 HTRF, 48 h; Potency, µM (top dose mostly 9.22 µM), for the others: at the top dose activation of IL-2 secretion, usual class: activators; also: % of control where 0% means no effect
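Readout: HTRF IL-2, Eu-cryptate/d2 antibody pair, 320nm excitation, 665nm emission. Stimulus: a-CD3 beads, no co-stimulation. Cells: primary human leukocytes. Exposure: 48 hr with compound.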
KCNH2 WT inh: inhibitors of human wildtype KCNH2 potassium channel; activity change, % at 1.84 µM; U2OS, BacMam KCNH2, thallium flux FluxOr; hits give low values; Q12809; actives 0.37% (n = 340,000);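 active = maximum activity change below -70%; inconclusive = maximum activity change between -70% and -50%; inactive = maximum activity change above -50%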; also: % is scaled to controls: 0 for no effect and ±100 for the full control effect
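U2OS cells were transduced with wild-type KCNH2 virus (2.03 x 10^8 / mL) for 4 h at room temperature, then cultured overnight at 37 C. Thallium flux was read with FluxOr dye. Rate constants were normalized to DMSO controls.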
FBPA coupling cs: inhibits coupling enzyme system, counter-screen for aldolase hits. actives 0.67% (n = 290,000). activity change, negative = inhibition, % at 58.2 µM, hits read low. coupling enzyme system counterscreen, AmpLite Red fluorescence; in the data active = activity change below about -30%; also: % is scaled to controls: 0 for no effect and ±100 for the full control effect
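Coupling enzymes only (glyceraldehyde-3-phosphate) + compound, at 57.5 uM final, 10 min RT; add substrate/coupling/AmpLite Red mix, 20 min RT; fluorescence ex 525/em 598 nm. Actives flag coupling-system interference.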
Tb PFK block: blocks T. brucei phosphofructokinase | O15648 | T. brucei PFK, ADP-Glo luminescence | Potency, µM (series often up to 57.5 µM), inactives show at the top dose activity, negative = inhibition, actives largely listed as inhibitors | actives 0.17% (n = 330,000) | AID 485367;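 also: potency is read from the fitted curve at half-maximal effect; 0% = uninhibited 1x PFK enzyme wells and -100% = no-enzyme wells; nearly all actives have a fitted effect of over 60% in size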
Target sequence (O15648 whole entry, looked up): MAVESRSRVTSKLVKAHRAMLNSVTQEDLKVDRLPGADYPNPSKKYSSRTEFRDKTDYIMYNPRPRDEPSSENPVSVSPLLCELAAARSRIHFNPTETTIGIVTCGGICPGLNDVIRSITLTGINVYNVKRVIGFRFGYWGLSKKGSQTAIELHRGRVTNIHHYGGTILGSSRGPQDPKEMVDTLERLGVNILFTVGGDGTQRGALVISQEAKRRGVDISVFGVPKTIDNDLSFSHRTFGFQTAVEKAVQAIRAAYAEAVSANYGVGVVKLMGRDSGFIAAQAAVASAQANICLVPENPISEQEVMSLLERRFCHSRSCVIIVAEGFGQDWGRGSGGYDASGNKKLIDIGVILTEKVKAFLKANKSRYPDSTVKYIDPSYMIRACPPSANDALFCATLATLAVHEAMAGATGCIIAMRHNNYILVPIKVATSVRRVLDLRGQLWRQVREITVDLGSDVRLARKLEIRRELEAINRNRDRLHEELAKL
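Compounds were pin-transferred as a titration series up to 57 uM into substrate buffer (0.5 mM F6P, 0.1 mM ATP, pH 8.0), then 1.25 nM PFK was added and reactions ran 45 min before ADP-Glo detection.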
BCR signal inh: chronic active BCR signaling inhibition. ABC-DLBCL IkBa-CBG/CBR reporter, luminescence ratio, 4 h. Potency, µM (highest dose often 46.1 µM), for inactives: at the highest dose ratio change, negative = lower green/red ratio, usual class: inhibitors. actives 0.05% (n = 340,000); active = well fitted inhibition curve with a large enough effect in the signal ratio, with a control signal flat, not every such curve was filed as active; inconclusive = small, poorly fitted or top-dose-only effect, or effect the other way, or a change in a side signal; the % refers to the signal ratio;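 also: potency is read from the fitted curve at half-maximal effect; plate controls were basal doxycycline-induced cells for no effect and cells given 10 µM MG132 for full effect; MG132 reads +100%, hits lower the ratio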
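Compounds up to 46 uM were incubated four hours with TMD8 cells whose green CBG68 luciferase is fused to IkappaBalpha; red CBR luminescence normalised the signal, and concentration-effect curves were fitted to fusion, red and ratio data.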
TSHR antagonist: human thyrotropin receptor antagonism; activity change, negative = inhibition, % at 11.5 µM; AID 504810; TSHR-expressing cells, TSH-stimulated cAMP HTRF, 2 h; hits give low values; actives 0.2% (n = 330,000);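 active = activity change below a set negative limit, meaning inhibition stronger than a set level, cut at about -70% in these data; inconclusive = activity change between two set negative limits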; also: % is scaled to controls: 0 for no effect and ±100 for the full control effect
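Read-out is FRET at 665 nm (cryptate excitation 337 nm) from a cryptate-tagged anti-cAMP antibody, competed by cell cAMP against cAMP-d2. Compounds are tested on freshly harvested TSHR cells challenged with 4nM TSH (EC80) for 2 hours at 37 deg C.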
Giardia kill: Giardia lamblia killing. Giardia lamblia trophozoite viability. activity change, % at 7.66 µM, hits read low. actives 0.15% (n = 340,000). AID 540267; in the data active = activity change below about -80%; inconclusive = between about -30% and that limit;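 also: parasites exposed to compound for two days anaerobically before the ATP read; % is scaled to controls: 0 for no effect and ±100 for the full control effect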
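Giardia trophozoites, 100 cells per well, were exposed to compounds for 48 hrs at 37 deg C under anaerobic conditions; viability was then read as ATP content by bioluminescence after 15-30 min at room temperature.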
GALK inh: inhibitors of human galactokinase. P51570. Purified GALK, Kinase-Glo residual ATP luminescence. Potency, µM (titrated, usually from 57.5 µM), for the others: at the top dose activity change, negative = inhibition, actives largely listed as inhibitors. actives 0.007% (n = 270,000). AID 1868; also: potency is read from the fitted curve at half-maximal effect; % is scaled to controls: 0 for no effect and ±100 for the full control effect
Target sequence (P51570 whole entry, looked up): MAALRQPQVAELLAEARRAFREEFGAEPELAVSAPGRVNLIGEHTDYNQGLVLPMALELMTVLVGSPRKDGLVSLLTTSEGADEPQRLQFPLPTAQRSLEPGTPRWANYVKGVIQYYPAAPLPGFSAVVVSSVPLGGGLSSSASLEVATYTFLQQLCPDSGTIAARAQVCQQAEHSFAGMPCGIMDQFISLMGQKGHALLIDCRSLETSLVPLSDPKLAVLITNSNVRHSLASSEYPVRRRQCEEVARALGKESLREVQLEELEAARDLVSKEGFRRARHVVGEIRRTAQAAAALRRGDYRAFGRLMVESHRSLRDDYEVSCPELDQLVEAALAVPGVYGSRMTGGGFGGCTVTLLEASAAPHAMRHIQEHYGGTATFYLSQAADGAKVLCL
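Galactose (100 uM) and ATP (35 uM) were turned over by 5 nM GALK for 1 h at RT. Kinase-Glo Plus then converted the remaining ATP into a luminescent signal.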
Starred values were filed as active, the others as inactive; ? = inconclusive; / = not tested or not shown; & = joins results of further samples; [ ] = remark or other dose. Unless noted, calls follow the shape of the dose curve; as a rule, active = well fitted curve in the direction sought with a large enough effect; inconclusive = small, poorly fitted or top-dose-only effect, or another doubt; inactive = no such curve, though single readings can be large; an effect the other way counts as inactive or inconclusive.

SMILES	CXXC DNA block	AT treatment	TCR activator	KCNH2 WT inh	FBPA coupling cs	Tb PFK block	BCR signal inh	TSHR antagonist	Giardia kill	GALK inh
CSc1cccc(NC(=O)C2CCN(S(=O)(=O)c3ccc(F)cc3)CC2)c1	1%	/	-8%	0	-4	/	/	/	12	0%
CCN(CC)CCCNC(=O)CNC(=O)c1nn(-c2ccc(OC)cc2)c(=O)c2ccccc12	3%	0%	-7%	9	1	-2%	?	-1	20	11%
O=S(=O)(c1ccccc1)[C@@]1(c2ccc(Br)cc2)C[C@@H]2ON=C(c3cccc(Br)c3)[C@@H]2C1	/	0%	0%	/	/	4%	1%	-3	7	/
Clc1ccc(Nc2nc(C3CC3)cs2)cc1	-26%	5%	-5%	-5	-8	-5%	?	18	-13	2%
COCCNC(=O)c1c[nH]c2ccc(S(=O)(=O)N3CCOCC3)cc2c1=O	19%	16%	13%	-3	1	-7%	11%	-1	-15	-2%
CC1CCN(C(=O)C2CCCN(S(=O)(=O)c3cccc4nsnc34)C2)CC1 (configuration not stated)	-4%	-26%	3%	-1	/	1%	0%	-5	20	1%
O=C(NCCOc1nc(N2CCCCC2)nc(N2CCCCC2)n1)Nc1ccccc1	6%	-3%	-2%	-7	3	-6%	10%	-9	-5	6%
COC(=O)[C@H](CC(C)C)N(Cc1ccccc1)S(=O)(=O)N(Cc1ccc(OC)cc1)[C@@H](CC(C)C)C(=O)OC	/	7%	0%	-5	/	2%	5%	-2	-4	/
Cc1nn(C)c(C)c1CNC(=O)Nc1ccc2c(c1)OCO2	24%	4%	/	1	1	1%	0%	12	-10	3%
CC1CCN(CCNC(=O)C2CCN(S(=O)(=O)c3cccc4nsnc34)CC2)CC1	?	14%	31%	5	/	-23%	0%	1	-22	-1%
CCN(CC)C(=O)c1ccc(-c2nnc(Nc3cccc(O)c3)c3ccccc23)cc1	-10%	-16%	12%	-10	0	-3%	-10%	-9	-18	-1%
CN(C(=O)c1ccc(NC(=O)Cc2cccc([N+](=O)[O-])c2)cc1)C1CC1	/	-9%	-12%	-2	/	-21%	-9%	3	6	/
CCCc1cc(=O)c2c(O)ccc(OC)c2o1	-9%	1%	-5%	-4	-1	3%	?	-2	4	/
Cc1nc([N+](=O)[O-])c(Br)n1Cc1ccc(Cl)c(Cl)c1	6%	-3%	-2%	1	0	21µM*	?	-29	5	-11%
CCc1nc(SCC(=O)NCc2ccco2)c2c3c(sc2n1)CCCC3	4%	-7%	3%	-2	3	5%	?	-3	-6	-1%
O=C(O)CNC(=O)c1ccc2c(c1)OCCO2	-4%	6%	/	6	2	3%	0%	-2	10	2%
COc1ccc(S(=O)(=O)N2CCC(C(=O)NCc3cccc(OC)c3)CC2)cc1	-6%	-9%	6%	4	5	1%	-2%	-2	18	0%
COc1ccc(C2CC2/C(C)=N/OC(=O)c2ccc(F)cc2)cc1 (configuration not stated)	-6%	6%	-5%	6	1	2%	-8%	-8	5	7%
NNC(=S)Nc1ccc(S(=O)(=O)N2CCOCC2)cc1	-12%	-3%	0%	0	-2	-9%	12%	-2	23	-1%
Cc1ccc(-n2nnnc2-c2cccnc2)cc1	-13%	10%	-6%	-16	3	0%	-5%	-7	-1	1%
COc1ccc(NC(=O)c2cccc(N3C(=O)C4C5CCC(C5)C4C3=O)c2)cc1 (configuration not stated)	2%	8%	1%	6	/	-2%	?	-5	-5	1%
S=C(Nc1ccc(Cl)cc1)c1nc2ccccc2[nH]1	-5%	-1%	-1%[46.1 µM]	-14	1	1%	?	-5	-24	2%
COc1ccccc1CNC(=O)C1CCCCN1S(=O)(=O)c1ccccc1 (configuration not stated)	1%	5%	-9%	4	-1	1%	-5%	-13	20	-4%
Cc1cc(C)nc(N2N=C(c3ccccc3)CC2=O)n1	-11%	0%	16%	4	-3	-7%	14%	3	29	-2%
CCOc1ccc(-c2nnc3ccc(SC(C)C)nn23)cc1	-4%	0%	12%	-8	-3	-1%	-12%	-5	10	-3%
CCCNC(=O)C(Cc1ccc(Cl)cc1)NC(=O)c1ccc(C#N)cc1 (configuration not stated)	/	9%	-7%	-26	/	-3%	-1%	10	7	/
CCCCCCn1c(SCCC)nc2c1c(=O)[nH]c(=O)n2C	-1%	-27%	3%	12	0	-3%	1%	8	2	2%
C=CCNC(=O)Cn1c(=O)c2c(ncn2CCC(C)C)n(Cc2ccccc2)c1=O	29%	4%	-1%	2	-1	12%	2%	-8	31[activator]	-1%
Cc1ccccc1/C=C1\Oc2ccccc2C1=O	/	3%	4%	-5	/	5%	0%	-15	0	/
Cc1ccc(OCc2nn3c(-c4n[nH]c5c4CCC5)nnc3s2)cc1	0%	7%	/	/	1	-7%	2%	21	/	2%

Full records, quoted from the list.
Cc1nc([N+](=O)[O-])c(Br)n1Cc1ccc(Cl)c(Cl)c1 is listed as CXXC DNA block = 6%; AT treatment = -3%; TCR activator = -2%; KCNH2 WT inh = 1; FBPA coupling cs = 0; Tb PFK block = 21µM*; BCR signal inh = ?; TSHR antagonist = -29; Giardia kill = 5; GALK inh = -11%
O=C(O)CNC(=O)c1ccc2c(c1)OCCO2 is listed as CXXC DNA block = -4%; AT treatment = 6%; TCR activator = /; KCNH2 WT inh = 6; FBPA coupling cs = 2; Tb PFK block = 3%; BCR signal inh = 0%; TSHR antagonist = -2; Giardia kill = 10; GALK inh = 2%

(listing goes on)
SMILES	CXXC DNA block	AT treatment	TCR activator	KCNH2 WT inh	FBPA coupling cs	Tb PFK block	BCR signal inh	TSHR antagonist	Giardia kill	GALK inh
CCOC(=O)C(NCCc1ccccc1F)(NC(C)=O)C(F)(F)F (configuration not stated)	-5%	4%	2%[46.1 µM]	13	2	-3%	-2%	1	11	1%
CC(NC(=O)c1ccccc1F)c1nnc(SCC(=O)NC2CCCCC2)n1C (configuration not stated)	4%	7%	-7%	-9	1	-2%	5%	-4	-4	-1%
Cc1nc2sccn2c(=O)c1S(=O)(=O)NCCc1ccc(Cl)cc1	10%	1%	3%	-1	/	8%	-8%	0	17	-4%
CCOC(=O)c1cccc(NC(=O)C(C)N2C(=O)c3ccccc3C2=O)c1 (configuration not stated)	1%	8%	0%	-5	-2	-2%	-1%	0	-8	0%
CN([C@@H](Cc1ccc(OS(=O)(=O)c2cccc3cnccc23)cc1)C(=O)N1CCN(c2ccccc2)CC1)S(=O)(=O)c1cccc2cnccc12	2%	9%	-7%	-2	1&-3	1%	?	-14	2	/
C/C=C/Cn1c(SC)nc2c1c(=O)[nH]c(=O)n2C	-4%	-3%	5%	-7	-2	-3%	4%	50	-28	4%
Cc1ccccc1N=Cc1c(O)n(-c2nccs2)c(=O)c2ccccc12	12%	-11%	0%[46.1 µM]	-11	1	12%	7%	-6	5	0%
CCCCOc1ccc(C(=O)Nc2ccc(OCC(=O)N3CCOCC3)cc2)cc1	-2%	5%	1%	-5	-1	2%	1%	-21	-5	-1%
CN1CCN(C(=O)C2=C[C@H](c3csc4ccccc34)C[C@H](OCCCCO)O2)CC1	-28%	14%	0%	17	-2	0%	?	6	-19	4%
Cc1ccccc1C(OCCN(C(C)C)C(C)C)c1ccccc1 (configuration not stated)	2%	-4%	7%[46.1 µM]	2	3	0%	-1%	1	-8	4%
COc1cccc(CC2(CO)CCCN(Cc3ccc(CO)o3)C2)c1 (configuration not stated)	-4%	3%	5%	-1	-1	0%	-18%	-7	8	1%
COc1cn(-c2ccccc2)nc1C(=O)Nc1ccc(C)cc1	2%	-2%	1%	-2	0	9%	-15%	-15	0	-1%
Cn1c(=O)n(CCc2ccccc2)c(=O)c2c1ncn2Cc1ccccc1	-4%	9%	/	-9	0	-7%	23%	-14	11	-1%
O=c1cc(-c2ccccc2)c2ccccc2[nH]1	12%	9%	-7%	4	-1	1%	-12%	-3	-6	0%

5 entries out of the list above, ordered by the number in Tb PFK block, largest number first:
| structure | CXXC DNA block | TCR activator | Tb PFK block | TSHR antagonist | GALK inh |
| --- | --- | --- | --- | --- | --- |
| Cc1nc2sccn2c(=O)c1S(=O)(=O)NCCc1ccc(Cl)cc1 | 10% | 3% | 8% | 0 | -4% |
| CCCCOc1ccc(C(=O)Nc2ccc(OCC(=O)N3CCOCC3)cc2)cc1 | -2% | 1% | 2% | -21 | -1% |
| O=c1cc(-c2ccccc2)c2ccccc2[nH]1 | 12% | -7% | 1% | -3 | 0% |
| COc1cccc(CC2(CO)CCCN(Cc3ccc(CO)o3)C2)c1 (configuration not stated) | -4% | 5% | 0% | -7 | 1% |
| C/C=C/Cn1c(SC)nc2c1c(=O)[nH]c(=O)n2C | -4% | 5% | -3% | 50 | 4% |

Not a hit list, and some 1.6% of all compounds hit somewhere here.
